# Compound activity deposited in PubChem BioAssay by Small Molecule Screening Facility, UW Madison.
# PriA SSB inh: inhibitors of Klebsiella pneumoniae PriA binding to SSB C-terminal tail | AlphaScreen SSBct-PriA binding, biotinylated peptide | actives 0.6% (n = 430,000) | inhibition, % at 33 µM | AID 1272365; in the data active means inhibition mostly above about 37%, no sharp cut-off; inactive means mostly below about 20%;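 further: plate controls were negative control peptide for no effect and reference peptide for full effect; strong numbers were not always called active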
# * marks the source's active call; other numbers are inactive results; & = joins results of further samples. The list is partial. The share of hits here may be higher or lower than overall.
SMILES,PriA SSB inh
COc1ccc(C(O)=C2C(=O)C(=O)N(CCCN3CCOCC3)C2c2ccc(N(C)C)cc2)cc1 (stereo not given),-5.7
COc1ccc(NC(=O)C2CCN(S(=O)(=O)c3cccs3)CC2)c2ccccc12,2.0
O=C(Nc1ccc([N+](=O)[O-])cc1)C(=O)NC1CC1,-5.0
NS(=O)(=O)c1ccc(NN=Cc2cn(-c3ccccc3)nc2-c2cccs2)c([N+](=O)[O-])c1,-7.4
COc1ccc(S(=O)(=O)Nc2cc(-c3cn4nc(OC)ccc4n3)ccc2OC)cc1,-7.0
Cc1ccc2nc(N3CCN(C(=O)c4ccc(Cl)s4)CC3)sc2c1,-15.0
O=C1CSC(=NN=Cc2ccc(OS(=O)(=O)c3ccccc3)cc2)N1,5.8
CCOC(=O)c1cnc2cc(C(F)(F)F)ccc2c1Nc1ccc(S(=O)(=O)N(C)C)cc1,-15.0
CC(O)(CNC(=O)NCc1ccc(F)cc1)c1ccc(-c2ccccc2)cc1 (stereo not given),-12.0
O=c1ccc(-c2ccc(F)cc2)nn1CCCNS(=O)(=O)c1cccnc1,-12.0&0.0
CCOc1ccc2ccccc2c1C(=O)NCC(c1cccs1)N(C)C (stereo not given),1.0
Cc1ccc(C)c(S(=O)(=O)NCC(=O)N2CC(S(=O)(=O)c3ccc(F)cc3)C2)c1,-11.0
CN(CCO)S(=O)(=O)c1cc(C(=O)O)ccc1Cl,-16.0
COc1ccc(-c2cc(=O)n(CC(=O)NCc3ccncc3)cn2)cc1,-15.0&-5.0
CCOC(=O)c1scc(-c2ccc(C)cc2)c1S(=O)(=O)Nc1ccc(OC)cc1OC,10.0
Cc1nc(-c2ccccc2)sc1CNC(=O)CNC(=O)c1ccccc1,-2.0
Cc1ccc(CNC(=O)NC2(c3nc(-c4ccncc4)no3)CCCCC2)cc1,5.0
O=C(CC(Sc1n[nH]c(-c2ccccc2)n1)c1cccc([N+](=O)[O-])c1)NCc1ccccc1 (stereo not given),-17.0
Cc1ccc(S(=O)(=O)c2cn(CC(=O)Nc3ccc4c(c3)OCO4)c3ccccc23)cc1,7.0
O=C(Nc1ccccc1C(F)(F)F)[C@H]1CCCN(c2cc(-n3cccn3)ncn2)C1,-4.0
CC12CCC(C(=O)NN)(OC1=O)C2(C)C (stereo not given),-1.0
COc1ccc([C@H]2CCCCN(C(=O)c3cc4ccccn4c3)C2)cc1,-4.0
CC(C)CN(CC(C)C)S(=O)(=O)c1ccc(C(=O)Nc2ccc(F)cc2)cc1,-3.0
CCCCCCCC1CCC(c2ccc(C#N)c(Cl)n2)CC1 (stereo not given),-6.0
COC(=O)c1sccc1S(=O)(=O)NCC#CCOc1cccc(C(F)(F)F)c1,-25.0
Cc1nnsc1C(=O)NCCn1ncc2c(N3CCCCC3)ncnc21,3.0
Cc1ccc(S(=O)(=O)NC(=O)COc2ccc3ccccc3c2)c(C)c1,-3.0
Nc1ccc2c(c1)N(S(=O)(=O)c1ccc(F)cc1)CCC2,32.0
COc1ccc(OC)c(S(=O)(=O)Nc2ccc3c(c2)N(C(=O)C2CC2)CC3)c1,-8.0
Cc1cc(C)n(-c2ccc(N3CCC(C(=O)O)CC3)nn2)n1,-4.0
Cc1onc(-c2ccccc2Cl)c1C(=O)NCC1CCN(c2nccnc2C#N)CC1,-11.0
COc1ccc(S(=O)(=O)CCCC(=O)N(Cc2ccccc2)c2nc3c(C)cccc3s2)cc1,-11.0
CC12CN3CC(C)(CN(C1)C3c1ccc(F)cc1)C2O (stereo not given),-4.0
CCc1cc(-c2ccccc2)nc2ccccc12,-63.0&-2.0
O=C(Nc1cccc2c1C(=O)c1ccccc1C2=O)c1ccc([N+](=O)[O-])cc1,2.0
NC(=O)c1nc(-c2cccs2)nc2c1[nH]c(=O)n2-c1ccccc1F,-9.0
CCc1ccc(S(=O)(=O)NCCn2cnc(C)c(C)c2=O)s1,-8.0
O=C(Nc1ccccc1F)c1cc(C2CCN(C(=O)CN3CCOC3=O)CC2)[nH]n1,-5.0
C=CCN(CC=C)S(=O)(=O)c1ccc(C(=O)Nc2nc(-c3ccc(F)cc3)cs2)cc1,5.0
O=C(Cn1cnc2c(sc3ccccc32)c1=O)Nc1ccc2c(c1)OCCO2,-8.0
O=C(O)c1cnn(-c2ccccc2)n1,-11.0&-4.0
O=C(Cn1cnc2c(cnn2C2CCS(=O)(=O)C2)c1=O)NCC1CCCO1 (stereo not given),2.0
Cc1cc(-c2nnc(NC(=O)CCS(=O)(=O)c3ccc(F)cc3)o2)nn1C,-9.0
Cc1nnc(C2CCCN(C(=O)C(C)(C)C)C2)s1 (stereo not given),0.0
O=C(CSc1ccc(NC(=O)c2ccco2)nn1)Nc1ccc(F)c(F)c1,-6.0

# Structures shown so far with a CF3 group:
SMILES,PriA SSB inh
CCOC(=O)c1cnc2cc(C(F)(F)F)ccc2c1Nc1ccc(S(=O)(=O)N(C)C)cc1,-15.0
O=C(Nc1ccccc1C(F)(F)F)[C@H]1CCCN(c2cc(-n3cccn3)ncn2)C1,-4.0
COC(=O)c1sccc1S(=O)(=O)NCC#CCOc1cccc(C(F)(F)F)c1,-25.0

# The results go on.
SMILES,PriA SSB inh
Cc1cc(C)n2nc(C(=O)NCCn3nc(-n4cncn4)ccc3=O)nc2n1,-3.0
O=C(CSc1ccc(F)cc1)Nc1nc(-c2cc(Cl)sc2Cl)cs1,-13.0
Cc1nc(-c2ccccc2)sc1-c1ccc(SCC(=O)NCc2ccco2)nn1,3.0
CCCCn1c(SCC(=O)NCC2CCCO2)nc2c(-c3ccccc3)c[nH]c2c1=O (stereo not given),-2.0
CCn1nc(C)cc1C(=O)NCc1ccc(F)cc1F,-3.0
Cc1cc(C)c(S(=O)(=O)N2CCN(Cn3cnc4ccccc43)CC2)c(C)c1,-27.0&-8.0
CCS(=O)(=O)NCCOc1ccc2nnc(-c3ccccc3)n2n1,5.0
O=C(NCCn1nc(-n2cccn2)ccc1=O)c1ccc(Cn2ccnc2)cc1,-2.0
O=C(Nc1ccc(Br)cc1)c1cccc(Oc2ccccc2)c1,-6.0
CC(=O)Nc1ccc(S(=O)(=O)N2CCCC(c3nnc(C)s3)C2)cc1 (stereo not given),-3.0
COc1cc(NC(=O)NCC(c2ccc3c(c2)CCCN3C)N2CCCC2)cc(OC)c1 (stereo not given),40.0*
O=C(Cc1cccs1)N1CCN(c2ccc3nnc(C4CC4)n3n2)CC1,-20.0
COc1cc(C=NNc2nc(=O)[nH]nc2C)cc(OC)c1O,-15.7
Cc1ccccc1C=NNC(=O)Cn1cnc([N+](=O)[O-])n1,-6.8
CCOC(=O)c1cnn2ccc(NC(=O)c3cc(=O)c4ccccc4o3)cc12,6.0
COc1cc(C=NNC(=O)c2cccc([N+](=O)[O-])c2)ccc1O,8.7
O=c1c2nc(N3CCCC3)sc2c(-c2ccco2)nn1Cc1ccc(C(F)(F)F)cc1,-4.0
COc1ccc(C=NNc2cc(OC)ncn2)cc1,-5.8
CC(=NNc1cc(C)nc(NCc2ccccc2)n1)c1ccc([N+](=O)[O-])cc1,6.3
O=C(CNc1ccccc1)Nc1ncc(Cc2ccccc2F)s1,-16.0
CCCCOc1cccc(C2C(=C(O)c3ccc4c(c3)CC(C)O4)C(=O)C(=O)N2CCN2CCOCC2)c1 (stereo not given),0.6
CCn1nccc1C(=O)N(C)c1ccccc1,-7.0
O=C(CSc1ccc2nnc(CCNC(=O)c3ccccc3)n2n1)NC[C@H]1CCCO1,-4.0
NC(=O)c1cccc(N=Cc2ccc[nH]2)c1,0.0
Cc1cc(C)n(-c2ccc(=O)n(CC(=O)NCCNC(=O)c3ccc(NC(=O)C4CC4)cc3)n2)n1,-4.0
O=C(C1=COCCO1)N(C[C@H]1CCCO1)c1nc2c(C(F)(F)F)cccc2s1,-11.0
Cc1[nH]c2ccccc2c1C(c1ccccn1)N1CCN(c2ccccn2)CC1 (stereo not given),7.0
COc1ccccc1C=NNC(=O)c1ccccc1NS(=O)(=O)c1ccc(C)cc1,-3.4
CS(=O)(=O)N1CCCc2cc(NC(=O)Oc3ccccc3)ccc21,11.0
O=c1[nH][nH]c(=O)c2ncccc12,61.3*

# Four entries picked at random from those above, as already listed:
SMILES,PriA SSB inh
CCCCn1c(SCC(=O)NCC2CCCO2)nc2c(-c3ccccc3)c[nH]c2c1=O (stereo not given),-2.0
CCOC(=O)c1scc(-c2ccc(C)cc2)c1S(=O)(=O)Nc1ccc(OC)cc1OC,10.0
NC(=O)c1nc(-c2cccs2)nc2c1[nH]c(=O)n2-c1ccccc1F,-9.0
COc1ccc(C=NNc2cc(OC)ncn2)cc1,-5.8

# Additional compounds follow:
SMILES,PriA SSB inh
COC(=O)c1cccc(NS(=O)(=O)c2c(C)nn(C3CCS(=O)(=O)C3)c2C)c1 (stereo not given),0.0
COC(=O)CSC1CCN(C(=O)c2c(C)noc2C)C1 (stereo not given),-18.0
Cc1noc(CNC(=O)c2coc(NC(=O)c3cc(C)on3)n2)n1,0.0
Cc1cccc2sc(N(CCN(C)C)C(=O)c3ccc(S(=O)(=O)N4CCCC4)cc3)nc12,21.0
CC(=O)Nc1cccc(NC(=O)C(=O)NCC2CCN(Cc3ccco3)CC2)c1,-14.0
CCCCCOc1ccc(C(=O)Nc2nc3c(s2)C(=O)CC(C)(C)C3)cc1,-13.0&-9.0
COc1ncccc1C(=O)NCCn1nc(C2CC2)n(-c2ccccc2)c1=O,-8.0
O=C(NCCS(=O)(=O)N1CCN(c2ncccn2)CC1)NC(c1ccccc1)c1ccccc1,-7.0
CC(C)CS(=O)(=O)C1CCN(C(=O)CCc2ccc(S(C)(=O)=O)cc2)CC1,-1.0
O=C(CNC(=O)c1cccs1)N/N=C\c1c[nH]c2ccccc12,3.0
O=C(CSCc1ccccc1)N1CCS[C@H](c2ccco2)CC1,6.0
O=C(Nc1ccc(-c2cn3c(n2)SCC3)cc1)C1CCCC1,7.0
Cc1ccc(NC(=O)NCCS(=O)(=O)c2c(C)n(Cc3ccc(F)cc3)c3ccccc23)cc1C,3.0
O=C(COc1ccc2ccccc2c1)NCC(c1cccnc1)N1CCc2ccccc2C1 (stereo not given),-5.0&7.0
O=C(NC1CC(O)C(CO)C1)c1ccsc1 (stereo not given),-2.0

# The last 2 compounds of the part before are carried over, then new ones follow.
SMILES,PriA SSB inh
O=C(COc1ccc2ccccc2c1)NCC(c1cccnc1)N1CCc2ccccc2C1 (stereo not given),-5.0&7.0
O=C(NC1CC(O)C(CO)C1)c1ccsc1 (stereo not given),-2.0
O=C(CN1C(=O)CCC1=O)N1CCS[C@H](c2ccccc2Cl)CC1,-10.0
O=C(Cc1c(F)cccc1Cl)N(CCc1cccs1)Cc1ccco1,2.0
COc1ccc2nc(N=Cc3c(C)[nH]n(-c4ccc(C)cc4C)c3=O)sc2c1,47.8*
COC(=O)c1ccc2c(=O)n(CCCC(=O)NCc3ccc4c(c3)OCO4)c(=S)[nH]c2c1,-3.0
CSC1CC2CCC(C1)N2C(=O)c1cccc(Br)c1 (stereo not given),-1.0
Fc1ccc(-n2nnc3c(SCc4c(F)cccc4Cl)ncnc32)cc1,-5.0
CCCCS(=O)(=O)N1CCC(c2nnc(-c3ccco3)s2)CC1,-9.0
CC(C)c1ccc(OCC(=O)Nc2nnc(-c3ccnn3C)o2)cc1,3.0
O=C(c1cc2ccccc2o1)N1CCC(CNS(=O)(=O)Cc2cc(F)cc(F)c2)CC1,-12.0
O=c1c(-c2ccc(Cl)cc2)coc2c3c(ccc12)OCN(c1cccnc1)C3,4.0
CC(=O)Oc1ccc(C=NNC(=O)CCSc2ccccc2)cc1,-8.8
COc1ccc(C=NNC(=O)c2cc3c(OC)ccc(OC)c3[nH]2)cc1O,8.3
Cc1[nH][nH]c(=O)c1N=Nc1ccc(S(=O)(=O)N2CCCCC2)cc1,-1.0
Cc1ccc(-c2nsc(C(=O)N3CCC(C)CC3)c2N)cc1,-16.0
COCCNC(=O)C(=O)NCC(c1ccsc1)N1CCc2ccccc2C1 (stereo not given),-9.0
CCOC(=O)N1CCc2nc(NC(=O)c3ccnn3CC)sc2C1,-6.0
COc1ccc(C2c3cccn3CCN2S(=O)(=O)c2ccccc2C(F)(F)F)cc1OC (stereo not given),13.0
CCOc1ccccc1NC(=O)CSc1cn(Cc2ccccc2C)c2ccccc12,-6.0
O=C(Cn1cncn1)N1CC(S(=O)(=O)c2ccc(Cl)cc2)C1,-22.0
CCON=C1C(=O)N(c2ccccc2)c2ccccc21,0.3
COC(=O)c1ccc(NC(=O)CSc2nnc(C)c3cnn(-c4ccccc4)c23)cc1,-3.0
O=C(CSC1CCCC1)NCC(O)(c1ccccc1)C(F)(F)F (stereo not given),-11.0
C=CCn1cnc2c(c1=O)c1nc3ccccc3nc1n2N=Cc1ccccn1,2.2
Cc1nc(C)c(C(=O)N2CC(Oc3nc4ccccc4s3)C2)s1,-1.0
CN1C(=O)C(=Cc2cn(CC(=O)O)c3ccccc23)C(=O)N(C)C1=O,1.0
C=CCCC(=O)NCC(O)Cc1ccccc1 (stereo not given),0.0
CC(C)c1nccn1CC1CCN(C(=O)Cc2c(F)cccc2Cl)CC1,-14.0
O=C(CSc1ncnc2sc3c(c12)CCC3)c1ccc(Cl)c(Cl)c1,-6.0
CCOC(=O)CSC1=NC2=C(C(=O)CCC2)C(c2ccc(OCc3ccccc3)cc2)C1C#N (stereo not given),6.0
O=C(CSc1nnc(CNC(=O)c2ccco2)o1)Nc1nccs1,1.0

# The closing 3 entries of the part before come first, to join the parts:
SMILES,PriA SSB inh
O=C(CSc1ncnc2sc3c(c12)CCC3)c1ccc(Cl)c(Cl)c1,-6.0
CCOC(=O)CSC1=NC2=C(C(=O)CCC2)C(c2ccc(OCc3ccccc3)cc2)C1C#N (stereo not given),6.0
O=C(CSc1nnc(CNC(=O)c2ccco2)o1)Nc1nccs1,1.0
Cc1nc(-c2cccc(NC(=O)C3CN(S(C)(=O)=O)C3)c2)cs1,-1.0
CCCCOc1ccc(C(=O)N2Cc3cncnc3C2)cc1,-7.0
CC(=O)c1cccc(NC(=O)Cn2cc(-c3ccc(Cl)cc3)c(N3CCOCC3)n2)c1,-4.0
COc1ccc(NC(=O)CCn2cnc3c([nH]c4ccc(C)cc43)c2=O)cc1OC,-25.0
CCN(Cc1cnc2ccccn12)C(=O)NCCOC,0.0
CC1(C)[N+]([O-])=C2C(=NO)c3ccccc3C2=[N+]([O-])C1(C)C,-16.0
Cc1noc(C)c1S(=O)(=O)N1CCC(Oc2nccnc2C#N)C1 (stereo not given),-10.0
